# Bioassay records: PubChem BioAssay, National Center for Advancing Translational Sciences (NCATS)
# aGlu spleen mod: inhibitors or activators of human alpha-glucosidase in spleen homogenate; P10253; human spleen homogenate, 4-MU-alpha-glucoside fluorescence; Potency, µM (top dose mostly 79.9 µM), inactives show at the top dose activity change, negative = inhibition, most hits filed as inhibitors; actives 0.006% (n = 240,000);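 also: 0% = enzyme with vehicle and -100% = no enzyme basal signal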
#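 Compounds were titrated against alpha-glucosidase in spleen homogenate at pH 5.0, with 1 mM 4-methylumbelliferyl substrate for 40 min at 37 C. Reactions were quenched with pH 10 NaOH/glycine and fluorescence measured.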
# GAA glycogen: GAA glycogen-cleavage inhibition or activation; recombinant GAA, glycogen substrate, Amplex Red glucose oxidase fluorescence; Potency, µM (series often up to 76.4 µM), without a hit: at the highest dose activity change, negative = inhibition, actives largely listed as inhibitors; actives 0.38% (n = 300,000); AID 2100;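 also: 0% = full enzyme reaction and -100% = no-enzyme basal signal; the screen sought inhibitors and activators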
#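 Recombinant enzyme (4 nM final) with compounds titrated up to 77 uM and bovine liver glycogen (30 ug) in citrate pH 5.0, 0.01% Tween-20, 37 C 40 min. Released glucose detected by Amplex Red/glucose oxidase (Ex 573/Em 610); AC50 from Hill fits.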
# Starred values were filed as active, the others as inactive; u = inconclusive; x = no result given; [ ] = another dose, or the depositor's remark. Calls follow the shape of the dose curve; as a rule, active = well fitted curve in the direction sought with a large enough effect; inconclusive = small, poorly fitted or top-dose-only effect, or another doubt; inactive = no such curve, though single readings can be large; an effect the other way counts as inactive or inconclusive. Potency is read from the fitted curve at half-maximal effect. These rows are one share of the data. The share of hits here may be higher or lower than overall.
SMILES,aGlu spleen mod,GAA glycogen
Cc1ccc(-c2nc(S(=O)(=O)c3ccc(C)cc3)c(SCC(=O)c3ccccc3)o2)cc1,x,6%[76.3 µM]
O=C(CN1CCc2cc3c(cc2C1)OCCCO3)Nc1c(F)cccc1F,x,-5%[76.3 µM]
CC(NC(=O)c1ccccc1F)c1nnc(SCC(=O)NC2CCCC2)n1C (stereo not drawn),x,2%
CCOC(=O)c1sc(N2C(=O)c3oc4ccccc4c(=O)c3C2c2ccc(C(C)(C)C)cc2)nc1C (stereo not drawn),x,6%[76.3 µM]
CC(=O)NC12CC3CC(C1)CC(C(=O)N(C)Cc1cccc(Cl)c1Cl)(C3)C2,x,-4%[76.3 µM]
COc1ccc(CN2CCNC(=O)C2CC(=O)NC2CCOCC2)c(F)c1 (stereo not drawn),x,-2%[76.3 µM]
Cc1ccc2nc(-c3ccc(O)cc3)c(Nc3ccc(Cl)cc3)n2c1,x,u
Cc1ccc(C2=NS(=O)(=O)N(C)C(C(=O)N3CCOCC3)=C2)cc1,x,14%[76.3 µM]
NC(=O)c1cc[n+](Cc2ccc([N+](=O)[O-])cc2)cc1,x,9%[76.3 µM]
COc1ccc(N2CCN(C(=O)Cn3nc(Cc4cccnc4)c4ccccc4c3=O)CC2)cc1,x,-2%[76.3 µM]
COc1ccc(N(CC(=O)Nc2ccc(OC)c(OC)c2)S(=O)(=O)c2ccccc2)cc1Cl,x,6%[76.3 µM]
CC(=O)c1ccc(N(C(=O)c2ccco2)C(C(=O)NC2CCCC2)c2cccs2)cc1 (stereo not drawn),x,2%
O=C(Nc1ccc(N2CCOCC2)cc1)c1cccc2c(Br)cccc12,x,2%
Cc1cccc(Nc2ccc3nonc3c2[N+](=O)[O-])c1C,x,3%
O=C(NCCCN1CCCC1)c1ccc2c(c1)N(Cc1cccc(Cl)c1)C(=O)c1ccccc1S2=O (stereo not drawn),x,12%[76.3 µM]
CCOc1ccccc1NC(=O)c1ccc2[nH]c(C)c(C)c2c1,x,-1%
COc1ccc(OC)c(CCNC(=O)Cn2nc(C)n3c(cc4sccc43)c2=O)c1,x,1%[76.3 µM]
Cc1ccc(S(=O)(=O)N2CCN(C(=O)Cn3nc(C)c([N+](=O)[O-])c3C)CC2)c(C)c1,x,-10%[76.3 µM]
Cc1c(C(=O)Nc2c(F)cccc2F)sc2ncn(CC(=O)N3CCCCC3)c(=O)c12,x,0%[76.3 µM]
O=C(Cn1cc(SCc2c(F)cccc2Cl)c2ccccc21)N1CCCCC1,x,-9%[76.3 µM]
COc1ccc(N2CCN(S(=O)(=O)CCNC(=O)c3cc(=O)c4ccccc4o3)CC2)cc1,x,1%[76.3 µM]
CSc1ccc(-c2nc3ncccn3c2Nc2ccc(C)c(C)c2)cc1,x,-17%[76.3 µM]
CCc1ccc(N2CCN(CCNC(=O)Nc3ccc(OC)cc3)CC2)cc1,x,5%[76.3 µM]
CC(=O)Nc1ccc(S(=O)(=O)NC(C)CCc2ccccc2)cc1 (stereo not drawn),x,-11%[76.3 µM]
COc1ccc(C(=O)c2sc3nc(-c4ccc(F)cc4)ccc3c2N)cc1,x,-20%[76.3 µM]
CCOC(=O)N1CCN(c2nnc(-c3ccc(C)cc3)c3ccccc23)CC1,x,-5%
Cc1ccccc1-c1nc(C#N)c(N2CCC(C)CC2)o1,x,-2%
CCn1cc(C(=O)N2CCN(c3ccccc3)CC2)c(=O)c2cc(S(=O)(=O)N(C)C)ccc21,x,12%[76.3 µM]
CCN(CC(=O)NCc1ccc(Cl)cc1)C(=O)CCc1ccccc1O,x,5%
Cc1ccc(NC(=O)C2=C(C(=O)O)CCCC2)cc1Br,x,-1%[76.3 µM]
COc1ccc(/C=C/C(=O)NC(=S)N2CCCC(C(N)=O)C2)cc1 (stereo not drawn),x,-2%[76.3 µM]
O=C(COc1ccccc1Cl)Nc1nc(-c2ccc(F)cc2)ns1,x,14%[76.3 µM]
CCOc1ccc(S(=O)(=O)N(CC)CC(=O)NCc2cccnc2)cc1C,x,-1%[76.3 µM]
Clc1ccc(CCNC(c2nnc(-c3ccccc3)o2)c2ccccc2Cl)cc1 (stereo not drawn),x,-11%[76.3 µM]
CCOC(=O)C1CCCN(C2=NC(=O)/C(=C/c3ccc(OC)cc3)S2)C1 (stereo not drawn),x,-4%
Cc1ccc(C)c(CN2C(=O)c3ccccc3S(=O)c3ccc(C(=O)N4CCN(c5cccc(Cl)c5)CC4)cc32)c1 (stereo not drawn),x,-6%[76.3 µM]
N#CC1=C2SCN(C3CCCCC3)CN2C(=O)CC1c1ccc(Br)cc1 (stereo not drawn),x,-19%[76.3 µM]
N/C(=N\OC(=O)CSc1ccccc1)c1ccncc1,x,0%[76.3 µM]
COc1ccc(N(C)C(=O)C2CCN(S(=O)(=O)c3cc(Br)cc4c3N(C(C)=O)CC4)CC2)cc1,x,-11%[76.3 µM]
CCOC(=O)N1CCN(C(=O)C2CCN(C(=O)c3ccc([N+](=O)[O-])cc3)CC2)CC1,x,-6%[76.3 µM]
CN(Cc1ccncn1)C(=O)C1CCC(=O)N(Cc2cccc(C(F)(F)F)c2)C1 (stereo not drawn),x,-2%[76.3 µM]
O=C(NC1CCSc2ccccc21)c1ccccc1Br (stereo not drawn),x,-1%[76.3 µM]
O=C(Nc1nccs1)C(Br)C(Br)c1ccccc1 (stereo not drawn),x,1%
COc1cc(-c2noc(CCC(=O)NC3CCCC3)n2)cc(OC)c1OC,x,-6%
COc1ccc(CCNC(=O)Cn2nc(C)n3c(cc4cc(F)ccc43)c2=O)cc1OC,x,-10%[76.3 µM]
COC(=O)c1cc2occc2n1CC(=O)Nc1cccc(SC)c1,x,-1%[76.3 µM]
C[C@@]12C(=O)N(c3ccc(C(F)(F)F)cc3)C(=O)N1[C@@H]1c3ccccc3OC[C@@H]1[C@H]2c1ccccc1,x,-14%[76.3 µM]
CCN(C(=O)Cn1c(C(=O)OC)cc2sccc21)c1cccc(C)c1,x,-3%[76.3 µM]
COc1ccc2c(CNCc3ccc(C)o3)c(C(=O)O)n(Cc3ccccc3)c2c1,x,-4%[76.3 µM]
CCOC(=O)c1ccc(NC(=S)N(CCN(C)C)C(C)c2ccncc2)cc1 (stereo not drawn),x,-4%
CCOC(=O)[C@@H]1[C@H]2COc3ccc(Br)cc3[C@@H]2N2C(=O)N(c3ccc(C(F)(F)F)cc3)C(=O)[C@@]12C,x,4%[76.3 µM]
CCN(CC)S(=O)(=O)c1ccc(C(=O)NCCSc2c(-c3ccc(F)cc3)[nH]c3ccccc23)cc1,x,5%[76.3 µM]
COCCc1nn2c(=O)cc(COC(=O)c3cc(OC)c(OC)c(OC)c3)nc2s1,x,-11%[76.3 µM]
Cc1ccc(CNC(=O)CCc2cn(C)c3ccccc23)cc1,x,4%
Cc1ccc(S(=O)(=O)c2nc(S(=O)(=O)c3ccccc3)sc2N2CCN(CCO)CC2)cc1,x,-3%[76.3 µM]
COc1ccc(C(=O)N2CC(=O)Nc3ccc(F)cc3C2c2ccc(F)cc2)c(OC)c1 (stereo not drawn),x,-7%[76.3 µM]
Cc1ccc(OCC(=O)Nc2cc(NC(=O)COc3ccc(C)cc3)cc(C(=O)O)c2)cc1,x,12%[76.3 µM]
CNC(=O)c1c(NC(=O)c2ccc(S(=O)(=O)N(C)c3ccccc3)cc2)sc2c1CCN(C(C)C)C2,x,2%[76.3 µM]
Cc1nc(C(F)(F)F)ccc1C(=O)NCC(O)c1ccccc1 (stereo not drawn),x,2%
CC(O)Cn1c(N2CCCC2)nc2c1c(=O)n(C)c(=O)n2C (stereo not drawn),x,-16%[76.3 µM]

# Other records follow.
SMILES,aGlu spleen mod,GAA glycogen
CN(C)C(=O)c1c(NC(=O)c2ccccc2F)sc2c1CCCC2,x,-12%[76.3 µM]
O=C(c1ccc(Nc2nc3ccccc3n3nnnc23)cc1)N1CCN(c2ccc(F)cc2)CC1,x,10%[76.3 µM]
N#C/C(=C(/O)c1ccc2c(c1)OCO2)c1nc2cc(C(F)(F)F)ccc2s1,x,-14%[76.3 µM]
CCc1cccc(CC)c1NC(=O)CSc1nnc(C2CC2)n1C,x,2%
COc1ccc2oc(=O)c(C(=O)Nc3ccc(C(=O)O)cc3)cc2c1,x,-3%[76.3 µM]
CCCCOc1ccc(C(=O)N2CCNC(=O)C2)cc1,x,1%
CCc1ccc(S(=O)(=O)c2nnn3c2nc(N(C)Cc2ccccc2)c2cc(Cl)ccc23)cc1,x,17%[76.3 µM]
CCc1cccc(C)c1NS(=O)(=O)c1c(C)nc2sccn2c1=O,x,-1%[76.3 µM]
O=c1c2cccnc2n(Cc2ccccc2F)c(=O)n1Cc1ccccc1Cl,x,7%[76.3 µM]
CC1CCN(C(=O)CNC(=O)CNC(=O)Cc2ccccc2)CC1,x,-1%[76.3 µM]
COc1c(O)ccc(/C=N\NC(=O)c2ccc3c(c2)OCO3)c1[N+](=O)[O-],x,11%[76.3 µM]
CSCC[C@H](NS(=O)(=O)c1ccc(C)cc1)C(=O)N1CCC(C(=O)N[C@@H](Cc2ccccc2)C(=O)O)CC1,x,4%[76.3 µM]
COc1ccccc1-c1n[nH]c(=S)n1Cc1ccccc1,x,-22%[15.3 µM]
COCCCNC(=O)c1c(NC(=O)Cc2coc3cc(C)cc(C)c23)sc2c1CCCC2,x,4%[76.3 µM]
Cc1ccc2c(C)c(C(=O)N3CCCC(C(N)=O)C3)oc2c1C (stereo not drawn),x,1%[76.3 µM]
CCc1ccccc1NC(=O)Cn1nc(-c2cc(C)ccc2C)c2c(c1=O)CCCC2,x,10%[76.3 µM]
COC(=O)c1ccc([C@H]2CC(=O)O2)cc1,x,-9%[76.3 µM]
CC1CCN(S(=O)(=O)c2ccc3c(c2)oc(=O)n3C)CC1,x,4%
Cc1ccc(S(=O)(=O)Oc2ccccc2N2C(=O)C3C4CCC(C4)C3C2=O)cc1 (stereo not drawn),x,-1%
O=C1CCN(Cc2cccnc2)CCN1[C@H](CO)c1ccccc1,x,17%[76.3 µM]
O=C(c1cc(Cl)ccc1OCc1ccccc1)N1CCOCC1,x,1%[76.3 µM]
CN(C)c1ccc(C(C(=O)NC2CCCC2)N(Cc2cccnc2)C(=O)c2snc(C(N)=O)c2N)cc1 (stereo not drawn),x,-9%
COc1ccc(CNc2nc3c(c(=O)n(C)c(=O)n3C)n2Cc2ccccc2Cl)cc1,x,-3%[76.3 µM]
CCCC(C)C(=O)Nc1ccc(S(=O)(=O)N2CCCC2)cc1 (stereo not drawn),x,9%[76.3 µM]
NS(=O)(=O)c1nn2cc(-c3ccccc3)nc2s1,6%,x
Cc1noc(C)c1-c1ccc2ncnc(NCc3cccc(F)c3)c2c1,7%,x
C=CC(=O)c1ccc(CCCCCC)cc1,-2%,x
C=CCN(C(C(=O)OC)C(C)C)S(=O)(=O)CCl (stereo not drawn),-8%,x
O=C(/C=C/c1ccc(I)cc1)c1ccc(B(O)O)cc1,0%,x
C=C[C@@]1(C)CC[C@H]2C(=CC[C@@H]3[C@]2(C)CCC[C@@]3(C)C(=O)O)C1,2%,x
O=C(O)COc1cccc2c1CCC=C2CCO/N=C(\c1ccccc1)c1cccnc1,-11%,x
CCOC(=O)[C@H](CCc1ccccc1)N[C@H]1CCc2ccccc2N(CC(=O)O)C1=O,1%,x
COc1ccc(-c2c(C3C4C=CCCC4(C)C(=O)N3Cc3ccccc3)ccc3ccccc23)cc1 (stereo not drawn),13%,x
CN1C=CC(=C2C=CN(C)C=C2)C=C1,1%,x
COc1ccc(-c2nnc3n2N=C(c2ccc(OC)c(OC)c2)CS3)c(OC)c1,6%,x
C=C1C(=O)OC(CCCCCCCC)C1C(=O)O (stereo not drawn),3%,x
COc1cccc(CN2CC34CCC(CC3S2(=O)=O)O4)c1 (stereo not drawn),1%,x
CCN(CC)CCC(c1ccc(N(C)C)cc1)c1c(OC)cc(OC)c2c1OC(=O)CC2c1ccc(N(C)C)cc1 (stereo not drawn),-11%,x
C[C@H]1C(=O)N(S(=O)(=O)c2ccccc2[N+](=O)[O-])[C@H]1c1ccc(-c2ccccc2)cc1,4%,x
